Shiga inhibitor: inhibitors of Shiga toxin in Vero cells. Vero cells, Shiga toxin protein synthesis inhibition reporter. 290,000 tested, 9.2% active. inhibition, % at 38.7 µM; in the data active = inhibition mostly above about 28%, no sharp cut-off; inactive = mostly below about 43%; also: 0% is about no effect
Cycloheximide cs: affects cycloheximide protein synthesis inhibition readout, counter-screen. cell reporter, cycloheximide protein synthesis inhibition counterscreen. max response, %. 300,000 tested, 12% active. AID 2314; in the data active = max response mostly above about 13%, no sharp cut-off; inactive = mostly below about 14%; also: read at 38.3 µM for the half of the compounds with a filed dose; 0% is about no effect
LmPK inhibitor: inhibitors of Leishmania mexicana pyruvate kinase | purified LmPK, Kinase-Glo ATP luminescence, 1 h | Potency, µM (titrated, usually from 57.5 µM), for the others: top-dose activity change, negative = inhibition, usual class: inhibitors | AID 1721 | 290,000 tested, 0.37% active; also: potency is read from the fitted curve at half-maximal effect; % is scaled to controls: 0 for no effect and ±100 for the full control effect
Target sequence (Q27686 whole entry, looked up): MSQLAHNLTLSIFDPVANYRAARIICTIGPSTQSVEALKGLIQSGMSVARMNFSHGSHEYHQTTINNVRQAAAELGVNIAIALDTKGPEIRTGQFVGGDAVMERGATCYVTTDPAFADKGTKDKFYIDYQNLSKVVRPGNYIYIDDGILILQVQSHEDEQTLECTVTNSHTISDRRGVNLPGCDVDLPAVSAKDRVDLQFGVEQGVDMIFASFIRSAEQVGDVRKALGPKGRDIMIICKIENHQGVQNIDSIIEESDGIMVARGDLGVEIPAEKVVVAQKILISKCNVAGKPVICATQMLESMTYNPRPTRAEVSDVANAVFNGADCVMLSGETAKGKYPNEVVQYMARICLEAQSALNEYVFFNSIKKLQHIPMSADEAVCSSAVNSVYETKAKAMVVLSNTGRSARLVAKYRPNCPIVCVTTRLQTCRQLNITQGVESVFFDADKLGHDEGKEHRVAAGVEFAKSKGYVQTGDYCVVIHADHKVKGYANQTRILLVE
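0.1 nM LmPK, 0.5 mM PEP, 0.1 mM ADP; 50 mM imidazole pH 7.2, 7 mM MgCl2, 50 mM KCl; 1 h RT. Kinase-Glo luminescence readout, normalized to no-enzyme (full inhibition) and uninhibited wells.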
Pf growth 96h: P. falciparum growth inhibition at 96 hour, primary screen for plastid delayed-death inhibitors | 320,000 tested, 6.9% active | Potency, µM (doses to about 28.7 µM), for the others: top-dose activity change, negative = inhibition, actives largely listed as inhibitors | P. falciparum luciferase reporter growth, 96 h; also: potency is read from the fitted curve at half-maximal effect; % is scaled to controls: 0 for no effect and ±100 for the full control effect
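Compounds incubated with erythrocytes infected by luciferase-expressing P. falciparum (2% hematocrit, 0.05% parasitemia final) for 96 hours, 37 C in 5% CO2. Growth inhibition scored as decreased luciferase luminescence.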
AmpC no deterg: AmpC beta-lactamase inhibition without detergent | Potency, µM (highest dose often 57.1 µM), without a hit: at the highest dose activity change, negative = inhibition, usual class: inhibitors | AID 485341 | P00811 | AmpC nitrocefin hydrolysis, absorbance 480 nm, 0.0001% Triton | 330,000 tested, 0.52% active;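 also: potency is read from the fitted curve at half-maximal effect; plate controls were no compound for no effect and no enzyme for full effect; nearly all actives have a fitted effect of over 20% in size; some results filed as inactive show a strong effect at the top dose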
Target sequence (P00811 whole entry, looked up): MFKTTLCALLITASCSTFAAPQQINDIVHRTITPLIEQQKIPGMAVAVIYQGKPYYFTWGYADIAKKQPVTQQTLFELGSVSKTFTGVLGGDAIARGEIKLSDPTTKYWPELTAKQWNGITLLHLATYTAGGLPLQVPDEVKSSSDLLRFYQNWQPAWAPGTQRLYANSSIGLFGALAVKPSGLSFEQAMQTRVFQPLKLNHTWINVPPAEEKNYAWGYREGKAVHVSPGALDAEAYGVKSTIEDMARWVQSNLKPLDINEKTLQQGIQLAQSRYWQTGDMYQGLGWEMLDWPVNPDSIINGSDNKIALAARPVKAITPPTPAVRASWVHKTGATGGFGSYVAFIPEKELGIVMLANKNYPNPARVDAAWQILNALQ
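AmpC (5.3 nM in the dispensed reagent) in 20 mM phosphate pH 7.0 with 0.01% (detergent screen) or 0.0001% Triton X-100 was preincubated with compounds for 15 min at room temperature. Nitrocefin was then added from an 800 uM solution, and hydrolysis was followed at 480 nm.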
Tb PYK inh: inhibitors of Trypanosoma brucei pyruvate kinase; Q57TT1; TbPYK enzyme, Kinase-Glo Plus ATP luminescence, 45 min; AID 624173; 410,000 tested, 0.12% active; Potency, µM (top dose mostly 76.8 µM), without a hit: top-dose activity, negative = inhibition, most hits filed as inhibitors; also: potency is read from the fitted curve at half-maximal effect; % is scaled to controls: 0 for no effect and ±100 for the full control effect; nearly all actives have a fitted effect of over 50% in size
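Luminescence from Kinase-Glo Plus, added after a 45-minute room-temperature reaction, served as the end-point read-out. The enzyme and substrate were preincubated with compound before ADP (130 uM final) initiated turnover. Concentration-effect curves came from normalized qHTS data.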
Pf growth 48h: P. falciparum growth inhibition at 48 hours (one generation) | Potency, µM (titrated, usually from 28.7 µM), without a hit: top-dose activity change, negative = inhibition, actives largely listed as inhibitors | 310,000 tested, 5.9% active | P. falciparum luciferase growth in erythrocytes, 48 h | AID 504832; also: potency is read from the fitted curve at half-maximal effect; % is scaled to controls: 0 for no effect and ±100 for the full control effect
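In quantitative HTS format, infected erythrocytes bearing luciferase-reporter parasites were treated for a single generation at 37 C. Luminescence after adding detection reagent served as the growth measure.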
Starred values were filed as active, the others as inactive; u = inconclusive; x = no result given; [ ] = remark or other dose. Unless noted, calls follow the shape of the dose curve; as a rule, active = well fitted curve in the direction sought with a large enough effect; inconclusive = small, poorly fitted or top-dose-only effect, or another doubt; inactive = no such curve, though single readings can be large; an effect the other way counts as inactive or inconclusive.

item | mol | Shiga inhibitor | Cycloheximide cs | LmPK inhibitor | Pf growth 96h | AmpC no deterg | Tb PYK inh | Pf growth 48h
1 | Nc1nc(NC(=O)c2ccco2)nn1-c1ccccc1 | 79.5* | 34.9* | -3.0% | 20.3% | -10.9% | 1.2% | 56.3%[activator]
2 | CCOC(=O)Nc1ccc2c(c1)N(C(=O)CCN1CCOCC1)c1ccccc1S2=O (stereo not drawn) | -6.3 | 1.1 | 3.0% | x | -1.5% | 0.0% | -6.1%
3 | C/C(=N\Nc1ccc2nncn2n1)c1ccco1 | 18.5 | 7.2 | -14.2% | 21.6% | -3.9% | -6.8% | 48.2%[activator]
4 | Cc1ccc(Cl)cc1N1CCN(C(=O)CNC(=O)c2ccc(Br)o2)CC1 | x | x | x | u | 4.8% | 3.3% | u
5 | COc1cc(Cn2nnc3ccccc32)ccc1O | -7.3 | -3.1 | -3.3% | -28.3% | -17.7% | 6.0% | 2.8%
6 | CN(C)CCn1c(SCc2ccccc2C#N)nc2c(sc3ccccc32)c1=O | 37.8 | 11.3 | -0.7% | 6.57µM* | 44.8% | 0.0% | u
7 | Cc1ccc(S(=O)(=O)N(C)c2ccc(OCC(=O)Nc3nnc(C4CC4)s3)cc2)cc1 | -2.4 | -1.0 | 3.8% | -19.5% | 14.1µM* | 0.6% | 34.0%[activator]
8 | COc1cccc(CN(C)CC(=O)Nc2cc(S(=O)(=O)N3CCCC3)ccc2Cl)c1OC | x | x | x | u | 61.3%[activator] | 1.5% | 11.7µM*
9 | COC(=O)C1CCN(C(=O)CSc2nnc(-c3ccccc3)o2)CC1 | x | x | x | u | -11.9% | 1.2% | u
10 | O=C(CSc1nccn1-c1ccc(Cl)cc1)N1CCCc2ccccc21 | -8.5 | 4.2 | 3.2% | -24.1% | 77.0%[activator] | -10.5% | 8.9%
11 | CN1CCN(c2ccc(NC(=O)c3cc(Cl)c4c(c3)OCCO4)cc2)CC1 | x | x | x | u | 19.6% | -1.9% | u
12 | CC(C)OC(=O)c1ccc(NC(=O)c2cncc(Br)c2)cc1 | 24.7 | 19.8* | 6.9% | 36.1%[activator] | -22.1% | -5.7% | -16.8%
13 | Cc1cc(Cl)ccc1OCC(=O)N(Cc1cccs1)C1CCS(=O)(=O)C1 (stereo not drawn) | 14.3 | 0.4 | 8.7% | u | 103.3%[activator] | -4.1% | -11.2%
14 | N#Cc1c(N)nc(Sc2ccc(Cl)cc2)c(C#N)c1-c1ccccc1Cl | -4.4 | 1.7 | 2.2% | 7.38µM* | -39.5% | -18.5% | u
15 | CCCCCOC(=O)CSc1nnc(-c2ccccc2)c(=O)[nH]1 | -8.1 | -4.0 | -1.8% | u | -8.3% | -6.2% | u
16 | COCCN=c1scc(-c2cccs2)n1/N=C(\C)c1ccco1 | 123.7* | 82.7* | 3.4% | u | -30.8% | -11.7% | 13.1%
17 | O=C(NCCc1ccccn1)c1cc(-c2ccc(Cl)c(Cl)c2Cl)nc2ccccc12 | -1.2 | -2.1 | 4.1% | u | 51.1% | -5.4% | u
18 | CCOc1ccc(N(CC(=O)Nc2cccnc2)S(=O)(=O)c2ccc(C)cc2)cc1 | x | x | x | 2.1% | 34.1% | 1.9% | 13.1µM*
19 | COc1ccc(CCNC(=O)c2cc3c(=O)n4cccc(C)c4nc3n(Cc3ccncc3)c2=N)cc1 | -21.9 | 11.2 | -2.7% | x | -28.0% | x | -15.4%
20 | CCN(CC(=O)c1c(N)n(C)c(=O)n(C)c1=O)c1cccc2ccccc12 | -6.5 | -1.2 | 2.9% | 1.9% | 69.4%[activator] | -2.7% | -12.8%
21 | S=C(NCc1ccc(Cl)cc1)Nc1ccncc1 | -31.1 | -2.0 | -0.3% | -0.5% | -38.8% | -6.3% | 13.1µM*
22 | CCn1c(C)nnc1SCC(=O)NC1CCCCCC1 | -30.3 | -1.6 | -5.3% | 27.3% | -0.1% | -2.0% | 19.6%
23 | O=C(N/N=C/c1ccccn1)c1ccc([N+](=O)[O-])cc1Cl | x | 27.9* | -0.3% | -84.8% | -15.0% | 2.6% | -12.8%
24 | O=C1CCC(/C=C/c2ccccc2)=NN1 | 16.9 | 17.2* | -14.5% | 24.0% | -15.4% | 2.8% | 16.8%
25 | Cc1ccc(NC(=O)CNC(=O)CC23CC4CC(CC(C4)C2)C3)c(O)c1 | x | x | x | u | -22.7% | 4.9% | u
26 | COc1cccc(OC(C)c2ccnc3nc(/N=C/N(C)C)nn23)c1 (stereo not drawn) | -11.8 | 6.9 | 5.3% | u | 20.0% | -4.4% | u
27 | c1ccc(CCn2nnnc2CN2CCCc3ccccc32)cc1 | 4.2 | -2.9 | 6.4% | 7.0% | -17.1% | 5.0% | -9.2%
28 | CCOc1ccc2[nH]c(=O)c(CN(Cc3nnnn3Cc3ccco3)C3CCCCC3)cc2c1 | -17.2 | 6.4 | 24.1% | 21.8% | 22.3% | -7.2% | 11.7µM*
29 | Cc1ccc2c(c1)N(CC(=O)N1CCN(c3ccccc3)CC1)C(=O)C(C)O2 (stereo not drawn) | 11.9 | -4.2 | 0.1% | 10.5% | 23.3% | -5.6% | -5.1%
30 | CCOC(=O)COc1ccc(S(=O)(=O)N2CCN(C(=O)OCC)CC2)cc1 | 3.7 | -0.8 | -1.5% | 149.3%[activator] | -4.9% | 3.0% | -5.6%
31 | CC(C)c1cc(C(=O)N/N=C/c2ccoc2)cs1 | 73.7* | 41.7* | -4.1% | -12.3% | -59.0% | -8.9% | 2.6%
32 | CCOc1cc(S(=O)(=O)NCc2cccs2)ccc1Cl | 2.9 | 1.2 | -5.1% | u | -25.7% | 3.8% | 21.1%
33 | O=[N+]([O-])c1cccc(-c2nnc(-c3ccccc3F)o2)c1 | 21.8* | 29.6* | -10.4% | u | -7.8% | -7.7% | 113.6%[activator]
34 | COc1cc(C(=O)OCC(=O)NCC2CCCCC2)ccc1OCC(C)C | x | x | x | 1.8% | -18.6% | 4.5% | -16.6%
35 | Cc1ccc(S(=O)(=O)N2CCN(CC(=O)N/N=C\c3ccc(O)c(O)c3)CC2)cc1 | 24.3 | -1.6 | 8.1% | -21.9% | -21.3% | -20.5% | -13.7%
36 | O=C(COC(=O)c1ccccn1)Nc1cccc(Cl)c1Cl | -15.4 | -3.9 | -8.1% | u | -6.7% | 3.3% | 11.9%
37 | O=C1CCc2cc(S(=O)(=O)Nc3cccc(F)c3)cc3c2N1CC3 | x | x | x | -12.6% | -14.2% | -0.6% | -18.9%
38 | O=[N+]([O-])c1cccc(-c2ccc(/C=N/NC(=S)Nc3ccccc3)o2)c1 | 16.2 | 13.8* | -0.3% | 3.2% | u | 0.0% | u
39 | CC(=O)c1cccc(NC(=O)c2ccc(C)c(S(=O)(=O)N3CCOCC3)c2)c1 | 2.1 | 0.8 | -0.6% | 2.1% | -13.0% | -1.4% | u
40 | COc1ccc(/C=N/Nc2nc(C)cc(-c3ccccc3)n2)cc1OC | 14.6 | 7.6 | -2.7% | u | 61.2%[activator] | -5.7% | -6.2%
41 | O=C(COC(=O)CCNS(=O)(=O)c1ccc2c(c1)OCCO2)NC1CCCc2ccccc21 (stereo not drawn) | -5.2 | -3.2 | 8.6% | u | -13.0% | 0.9% | 14.0%
42 | CC(=O)N1CCSc2ccc(S(=O)(=O)NCCc3cccc(C)c3)cc21 | -1.7 | 7.7 | -7.3% | u | -8.8% | -2.8% | -4.8%
43 | COc1ccc(-c2nn(C)c(=O)c3ccccc23)cc1NC(=O)Cn1nc(C)c2ccccc2c1=O | 20.8 | 1.2 | 1.0% | 7.7% | 228.8%[activator] | 6.8% | 10.4µM*
44 | O=S(=O)(Cc1cc(Cl)nc(-c2cccnc2)n1)c1ccccc1 | 40.3 | -0.2 | 9.0% | u | 1.4% | -3.9% | u
45 | CCOC(=O)c1ccc(Nc2cc(C)nc(N3CCOCC3)n2)cc1 | -22.4 | -6.7 | 4.2% | u | 5.1% | 2.0% | u
46 | CCCCC(=O)NC(=S)NNS(=O)(=O)c1ccccc1 | -7.7 | -3.0 | 4.5% | -95.9% | -17.4% | -25.7% | -0.2%
47 | CC(C)CN(CCOc1cccc(N2C(=O)C3=C(CCCC3)C2=O)c1)CC(C)C | -7.6 | -4.2 | 1.2% | u | -23.7% | -2.7% | u
48 | O=C(CCN1C(=O)/C(=C/c2ccc(F)cc2)SC1=S)NC1C=CS(=O)(=O)C1 (stereo not drawn) | -8.2 | -1.6 | 1.5% | u | -1.8% | -1.4% | u
49 | CCOc1ccc(C(=O)CCC(=O)NC(C)C(=O)OC)cc1 (stereo not drawn) | 7.6 | 12.6 | 7.2% | -1.6% | -13.0% | -0.4% | 73.3%[activator]
50 | Cc1cnc[nH]1 | x | x | x | 5.3% | -0.6% | -13.1% | 33.0%[activator]

The final four entries of the section above lead into the next.
item | mol | Shiga inhibitor | Cycloheximide cs | LmPK inhibitor | Pf growth 96h | AmpC no deterg | Tb PYK inh | Pf growth 48h
47 | CC(C)CN(CCOc1cccc(N2C(=O)C3=C(CCCC3)C2=O)c1)CC(C)C | -7.6 | -4.2 | 1.2% | u | -23.7% | -2.7% | u
48 | O=C(CCN1C(=O)/C(=C/c2ccc(F)cc2)SC1=S)NC1C=CS(=O)(=O)C1 (stereo not drawn) | -8.2 | -1.6 | 1.5% | u | -1.8% | -1.4% | u
49 | CCOc1ccc(C(=O)CCC(=O)NC(C)C(=O)OC)cc1 (stereo not drawn) | 7.6 | 12.6 | 7.2% | -1.6% | -13.0% | -0.4% | 73.3%[activator]
50 | Cc1cnc[nH]1 | x | x | x | 5.3% | -0.6% | -13.1% | 33.0%[activator]
51 | COc1ccc(C(=O)COC(=O)COc2cc(C)cc(C)c2)cc1 | -7.2 | -2.0 | -0.4% | 5.4% | -17.9% | 3.7% | 22.7%
52 | CC(C)NC(=O)COC(=O)c1cc(Br)ccc1Cl | -7.4 | 6.4 | -2.3% | 59.2%[activator] | -17.5% | 1.8% | 0.0%
53 | CCN(CC)S(=O)(=O)c1cc([N+](=O)[O-])ccc1N=Nc1c(O)[nH]c2ccccc12 | -7.7 | 1.3 | 2.7% | 65.3%[activator] | -19.3% | -6.9% | 36.6%[activator]
54 | CC(C)(C)C1CCC(=NNS(=O)(=O)c2ccc(Br)cc2)CC1 (stereo not drawn) | -4.5 | 0.5 | 5.4% | -14.9% | -33.8% | -6.3% | -5.7%
55 | NS(=O)(=O)c1cccc(NC(=O)CCc2ccc(S(=O)(=O)N3CCOCC3)cc2)c1 | x | x | x | u | -3.5% | 2.3% | -27.0%
56 | O=C(COC(=O)CCCNC(=O)c1ccc(Cl)cc1)NC1CC1 | 13.0 | 9.7 | -5.7% | 52.6%[activator] | 3.5% | -0.9% | -2.0%
57 | CN(C)CCCNC(=O)/C(=C\c1ccc(-c2cccc([N+](=O)[O-])c2)o1)NC(=O)c1ccccc1 | -3.0 | 2.0 | -1.7% | 11.2% | 101.6%[activator] | -1.3% | u
58 | Nc1nc(SCC(=O)Nc2ncc(C(F)(F)F)cc2Cl)n[nH]1 | 17.1 | 4.1 | -0.9% | -130.3%[5.75 µM] | -31.3%[2.29 µM] | 2.1% | 15.2%[5.75 µM]
59 | Fc1ccc(NC(=S)NC2CC3CCCC(C2)N3Cc2cccs2)cc1 (stereo not drawn) | -29.8 | -3.7 | 1.3% | 1.6% | -25.6% | 1.7% | u

From PubChem BioAssay
